CHO parental Ca = ATP-evoked calcium signal inhibitors, parental CHO, primary screen, counter-screen for OX1R antagonist project, cell-based, fluorescence, Fluo-8 calcium dye; parental CHO-K1, ATP-induced calcium, Fluo-8 fluorescence; inhibition, % at 5.6 µM; 330,000 tested, 0.63% active;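 active = inhibition above that plate's mean sample inhibition plus 3 SD, cut at about 26% in these data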;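 also: 0% = ATP-challenged DMSO wells and 100% = DMSO wells without ATP; some compounds past the cut are filed as inactive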
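Material: Parental CHO cells | Reagent: ATP | Compound dosing: Single nominal dose of 5.6 µM per compound | Detection: Intracellular calcium via Fluo-8 no-wash fluorescent dye | Read-out: % inhibition of ATP-induced calcium mobilization | Benchmarks: Low control ATP plus DMSO, high control DMSO only | Replicates: Singlicate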
CHRM4 antagonist = human M4 muscarinic receptor antagonists, primary screen, CHO cells, Fluo-8 calcium fluorescence; inhibition, % at 3 µM; CHO-hM4 cells, ACh EC80; AID 624125, 2012; Muscarinic acetylcholine receptor M4 (Homo sapiens), P08173; 360,000 tested, 0.73% active;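 active = inhibition above its plate's cutoff, the mean inhibition of sample wells plus 3 SD, cut at about 27% in these data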;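 also: 0% = acetylcholine EC80 with DMSO and 100% = DMSO without agonist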
CHO-K1 Ca antag = nonselective inhibitor or artifact in parental CHO-K1 cells; ATP-induced calcium, Fluo-8 fluorescence; inhibition, % at 3 µM; 360,000 tested, 0.6% active;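 active = inhibition above a per-plate cutoff, the plate's mean sample inhibition plus 3 SD, cut at about 24% in these data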;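 also: 0% = DMSO plus EC80 ATP and 100% = DMSO alone without ATP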
CHRM1 agonist = human M1 muscarinic receptor agonists, primary screen, Fluo-8 calcium fluorescence, CHO-K1 cells, HTS. activation, % at 3 µM. 360,000 tested, 0.33% active. CHO-K1 hM1, agonist mode; 0% DMSO, 100% acetylcholine EC100;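 active = activation above the run's mean compound activation plus 3 SD, cut at about 16% in these data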;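 also: peak over basal fluorescence ratio within a 140 s kinetic read after compound addition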
Target sequence (P11229 whole entry, looked up): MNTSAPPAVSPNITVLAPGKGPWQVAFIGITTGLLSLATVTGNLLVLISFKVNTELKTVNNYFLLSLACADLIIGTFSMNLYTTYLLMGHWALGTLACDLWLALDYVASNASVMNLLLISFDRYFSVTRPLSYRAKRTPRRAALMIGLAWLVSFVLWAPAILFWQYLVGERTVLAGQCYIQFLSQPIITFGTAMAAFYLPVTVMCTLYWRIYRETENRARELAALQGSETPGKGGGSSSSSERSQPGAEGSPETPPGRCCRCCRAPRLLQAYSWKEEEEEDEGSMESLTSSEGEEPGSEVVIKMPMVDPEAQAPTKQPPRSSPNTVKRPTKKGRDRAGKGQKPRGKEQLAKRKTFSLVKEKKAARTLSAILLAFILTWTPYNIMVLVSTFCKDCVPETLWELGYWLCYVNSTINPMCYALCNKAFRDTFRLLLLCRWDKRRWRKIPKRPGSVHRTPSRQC
OXTR potentiator = human OXTR potentiators, primary screen, fluorescence, CHO-OTR cells, Fluo-8 calcium | activation, % at 3 µM | 320,000 tested, 0.061% active | Fluo-8 calcium fluorescence, potentiator mode; 0% = oxytocin EC15, 100% = EC100 | AID 2445, 2010 | Oxytocin receptor (Homo sapiens), P30559;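 active = activation above that plate's cutoff, the mean activation of tested compounds plus 3 SD, cut at about 6.6% in these data, passing the limit was not always enough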;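 also: 100% uses oxytocin at 75 nM as the full agonist control; some results filed as inactive read as strong as hits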
Target sequence (P30559 whole entry, looked up): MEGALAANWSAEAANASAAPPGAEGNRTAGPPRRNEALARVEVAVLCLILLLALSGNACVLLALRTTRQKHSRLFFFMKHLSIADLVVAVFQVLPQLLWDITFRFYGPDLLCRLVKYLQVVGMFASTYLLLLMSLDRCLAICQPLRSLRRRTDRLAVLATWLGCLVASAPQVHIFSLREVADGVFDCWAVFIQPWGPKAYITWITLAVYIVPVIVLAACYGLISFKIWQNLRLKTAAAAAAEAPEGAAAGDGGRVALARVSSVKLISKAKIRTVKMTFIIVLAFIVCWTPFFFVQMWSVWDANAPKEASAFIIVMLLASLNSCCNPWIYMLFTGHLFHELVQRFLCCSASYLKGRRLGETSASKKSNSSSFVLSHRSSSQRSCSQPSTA
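Replication – single well per compound, singlicate · Assay system – CHO cell line stably expressing human OTR · Timing – 6 min pre-incubation, 100 s read · Measure – normalized max/min fluorescence ratio, % activation · Doses – 3.0 µM, one dose · Detection – Fluo-8 calcium dye fluorescence · Probe or stimulus – oxytocin near EC15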
M1 PAM = human M1 muscarinic receptor positive allosteric modulators, primary screen, CHO-K1 cells, Fluo-8 calcium fluorescence, 1536-well; activation, % at 3 µM; Muscarinic acetylcholine receptor M1 (Homo sapiens), P11229; AID 588819, 2011; 360,000 tested, 0.088% active; CHO-K1 hM1, ACh EC20; 0% = ACh EC20, 100% = maximal ACh; in the data active = activation above about 19%, passing the limit was not always enough
M4 ag = human M4 muscarinic receptor agonists, primary screen, CHO-K1 cells, Fluo-8 calcium fluorescence; activation, % at 3 µM; Muscarinic acetylcholine receptor M4 (Homo sapiens), P08173; CHO-K1 hM4/Gqi5; vehicle 0%, full acetylcholine response 100%; 360,000 tested, 0.14% active; AID 624127, 2012;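 active = activation above the run mean over all test wells plus 3 SD, cut at about 32% in these data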;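 also: peak over basal fluorescence ratio per well then scaled between controls; 0% = DMSO wells and 100% = acetylcholine at EC100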
M1 antag = human M1 muscarinic receptor antagonists, primary screen, CHO-K1 cells, Fluo-8 calcium fluorescence, 1536-well; Muscarinic acetylcholine receptor M1 (Homo sapiens), P11229; CHO-K1 hM1, ACh EC80 antagonist; inhibition, % at 3 µM; 360,000 tested, 1.3% active;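 active = percent inhibition above its own plate's cutoff, namely the mean of that plate's compound wells plus 3 SD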;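 also: peak over basal fluorescence ratio during 140 s after agonist addition; 0% = ACh EC80 plus DMSO and 100% = DMSO alone without agonist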
M1 ag parental = counter-screen for M1 agonists: effect in parental CHO-K1 cells | Fluo-8 calcium fluorescence; scaled to maximal ATP response, vehicle zero | activation, % at 3 µM | 360,000 tested, 0.48% active; in the data active = activation above about 15%;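 also: untransfected CHO-K1 host cells lacking M1 receptor as counterscreen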
* = called active by the depositor; nt = no result given.

Under each structure: CHO parental Ca	CHRM4 antagonist	CHO-K1 Ca antag	CHRM1 agonist	OXTR potentiator	M1 PAM	M4 ag	M1 antag	M1 ag parental
1) O=C1C(C=NCC2CCCO2)=C(O)c2ccccc21 (stereo not drawn)
    2	-6	-6	-5	-3	3	0	-2	0.0
2) Cc1ccc(C(=O)Nn2cnnc2)cc1
    -6	-2	-2	-1	-1	0	1	-7	0.1
3) O=c1[nH]cnc2c1cnn2Cc1ccccc1
    1	13	-5	-3	0	9	0	-3	0.3
4) COc1cccc(NC(=O)CN(C)C(=O)[C@@H]2CCCN2C(=O)c2cccs2)c1
    -4	-4	-13	-1	-9	16	1	-16	0.6
5) Cc1ccc2c(Cl)c(C(=O)NCC3CCCO3)sc2c1 (stereo not drawn)
    -18	0	-15	-7	-6	1	-1	-5	0.6
6) CN(C(=O)c1ccccc1C(=O)OCC(=O)c1ccc(F)cc1)c1ccccc1
    -17	-6	-13	2	-3	16	6	-6	1.4
7) CCc1ccc(NC(=O)[C@H](NC(=O)[C@@H]2Cc3ccccc3CN2)c2ccccc2)cc1
    -28	-20	-14	-1	-5	7	4	-11	4.3
8) O=[N+]([O-])c1cccnc1C1OCCO1
    nt	-16	-13	1	nt	9	0	-10	0.0
9) CC(C)NC(=O)c1cc(C2CCCCN2S(=O)(=O)c2ccc(F)cc2F)on1 (stereo not drawn)
    nt	-4	-1	-10	nt	-4	0	-13	0.5
10) O=C(N[C@H]1C/C=C\C[C@H](CC(=O)N(CCO)Cc2ccccc2)C(=O)N[C@H](Cc2c[nH]c3ccccc23)COC1=O)OCC1c2ccccc2-c2ccccc21
    3	4	-10	-6	-7	10	0	-3	0.8
11) CCCN(CCC)C(=O)c1cc(-c2ccc3c(c2)OCO3)nc2ccccc12
    -14	-5	11	0	-15	9	3	-24	-0.4
12) COC(=O)c1scc(S(=O)(=O)C(C)(C)C)c1N
    -5	-1	1	-2	-9	0	1	3	-0.1
13) CC(=O)Nc1ccc(NC(=O)CSc2nnc(CNc3ccc(F)cc3)n2CC2CCCO2)cc1 (stereo not drawn)
    3	-7	-12	2	-9	9	1	-14	1.7
14) COc1ccc(-n2c(=O)c3c4c(sc3n3c(=S)[nH]nc23)COC(C(C)C)C4)cc1 (stereo not drawn)
    -25	11	-4	-1	-8	11	0	-20	1.2
15) Cc1ccc(-c2ccccc2[C@@H]2C[C@H]3CN(C)C(=O)[C@]34CCCN24)o1
    -19	-1	-6	-15	6	16	1	-9	0.1
16) O=C(CCc1c[nH]c2ccccc12)NCCOc1ccccc1
    -12	-10	-14	-2	-10	21	1	-20	0.9
17) OC(c1ccc(F)c(F)c1)c1nc(-c2ccoc2)cs1 (stereo not drawn)
    nt	-12	-4	-5	nt	7	1	-9	-0.1
18) O=C(CNC(=O)c1ccccc1F)OCCCOC(=O)CNC(=O)c1ccccc1F
    -10	-5	5	-3	-2	-1	1	2	0.2
19) O=C(CCN1C(=O)S/C(=C\c2ccccc2)C1=O)N1CCCCC1
    -5	6	-19	-5	-11	-2	9	-3	12
20) O=C(CNc1ccc(F)cc1F)NC(=O)NCc1ccco1
    -18	0	-11	-4	-15	3	0	-17	1.1

Limited to M1 antag, for some of the entries so far:
no. | Structure | M1 antag
6 | CN(C(=O)c1ccccc1C(=O)OCC(=O)c1ccc(F)cc1)c1ccccc1 | -6
7 | CCc1ccc(NC(=O)[C@H](NC(=O)[C@@H]2Cc3ccccc3CN2)c2ccccc2)cc1 | -11

Results in sequence from the entries so far.
CHRM1 agonist, compounds 15–20, in order: -15, -2, -5, -3, -5, -4
M1 ag parental, compounds 15–20, in order: 0.1, 0.9, -0.1, 0.2, 12, 1.1
OXTR potentiator, compounds 15–20, in order: 6, -10, nt, -2, -11, -15

Next entries
Under each structure: CHO parental Ca	CHRM4 antagonist	CHO-K1 Ca antag	CHRM1 agonist	OXTR potentiator	M1 PAM	M4 ag	M1 antag	M1 ag parental
21) CCCNC(=O)c1csc(Nc2cccc3ccccc23)n1
    -19	-8	-8	-2	-11	6	-1	-9	-0.3
22) CC(C)(C)OC(=O)N1CCC[C@H]1c1nnc(SCc2c(Cl)cccc2Cl)o1
    -28	-9	-7	-5	-20	-3	5	-23	1.5
23) CCOC(=O)C1(Cc2ccccc2)CCN(Cc2ccc(COC)o2)CC1
    -9	7	-7	-10	-17	6	3	-5	4.5
24) CCCn1c(CNC(=O)c2ccccc2)nc2ccccc21
    -15	-4	-33	-5	-4	4	2	-3	2.0
25) N#CC(c1ccc(Cl)cc1)c1cccc(Cl)n1 (stereo not drawn)
    -11	0	7	-12	-6	-7	1	8	2.5
26) Cc1nc(NC(=O)COC(=O)CCc2nc3ccccc3s2)c(Cl)cc1Cl
    -22	-4	-13	-7	2	-6	0	10	-0.3
27) CS(=O)(=O)N(CC(=O)N1CCN(Cc2ccccc2)CC1)Cc1ccccc1
    2	1	-23	-5	-4	-13	4	20	1.9
28) CCOC(=O)c1c(-c2ccccc2)csc1NC(=O)/C(C#N)=C/c1ccc(O)c(OC)c1
    -1	21	21	17*	3	4	12	29	13
29) OCc1nc2ccccc2n1CCCOc1ccccc1
    -11	2	-12	-1	1	3	1	-3	2.4
30) Cc1onc(-c2c(F)cccc2Cl)c1C(=O)Nc1cccc(Cn2cccn2)c1
    -23	2	-13	-7	-6	2	1	-5	0.9
31) Cc1ccc(OCCNC(=O)c2ccccc2O)cc1
    1	10	-2	-1	-7	-1	7	-5	4.2
32) CCCc1nc(SCC(=O)Nc2nc3c(s2)CCCC3)c2ccccc2n1
    -22	-22	-20	-2	-7	0	1	-28	-0.2
33) COc1ccc(C(=O)NCCN2CCC(n3c(=O)[nH]c4ccccc43)CC2)cc1F
    nt	-1	-7	nt	nt	nt	3	nt	1.0
34) CCOc1ccc(OCCC(=O)OCC(=O)NCc2ccc(Cl)cc2)cc1
    -14	-26	-6	0	1	0	0	-6	0.7
35) CC(C)(C)c1ccc(C(=O)C2CCCN(C(=O)CCn3cncn3)C2)cc1 (stereo not drawn)
    -28	-1	-10	0	-10	3	3	-7	5.7
36) CCOC(=O)N1CCN(C(=O)c2cc(COc3ccc4ncccc4c3)on2)CC1
    28*	13	25*	4	-13	-4	11	5	4.4
37) NC(=O)c1ccc(NC(=O)CN2CCN(Cc3ccccc3)CC2)cc1
    -3	5	-14	-9	-12	11	0	-20	0.2
38) Cc1cccc(-c2noc(CCCC(=O)NCC3CCCO3)n2)c1 (stereo not drawn)
    -17	10	-11	-1	-2	5	4	-10	4.5
39) CC(=O)Nc1ccc(Cl)c(C(N)=O)c1
    -1	-5	-20	-3	0	8	1	-14	0.7
40) COC(=O)c1c(NC(C)=O)sc2c1CCCC2
    -10	-3	12	-4	-9	-8	-1	12	-0.4
41) C[C@H](CO)N1C[C@H](C)[C@@H](CN(C)S(=O)(=O)c2ccccc2F)Oc2ncc(Br)cc2C1=O
    nt	-5	9	-6	nt	4	5	-11	2.1
42) Cc1cccc(C(CC(=O)NCCc2ccccc2)c2ccccc2)c1O (stereo not drawn)
    -19	-6	-10	-6	-30	-1	7	9	1.1
43) Cc1[nH]c2ccccc2c1C(=O)CCl
    nt	-1	-9	-6	nt	-2	2	1	0.5
44) CC(C)OC(=O)CC12CN3CN(C1)CC(CC(=O)OC(C)C)(C3)C2=O
    -19	6	2	-2	0	-2	1	-7	0.3
45) COc1ccc2c(COC(=O)[C@H](C)NS(=O)(=O)c3ccccc3F)cc(=O)oc2c1
    -9	9	-14	-2	-1	3	6	-5	1.4
46) Cc1ccc(C(=O)NCCNC(=O)COc2ccc(Cl)cc2)cn1
    -8	4	-4	1	8	7	1	-5	5.3
47) CC(C)c1nc(CNC(=O)C2CCC(=O)N(CCc3cccc(F)c3)C2)cs1 (stereo not drawn)
    nt	-3	-8	-2	nt	5	1	-1	1.2
48) Cc1c(-c2cccc(NC(=O)c3cccs3)c2)nc2ncccn12
    -8	4	-8	-6	0	4	8	-3	1.8
49) COC(=O)c1cc(Nc2cc(C)nc3ncnn23)cc(C(=O)OC)c1
    -1	-10	-4	-1	-11	15	1	-21	0.6
50) O=C(CCN1C(=O)/C(=C/c2ccccc2Cl)SC1=S)N1CCOCC1
    -26	8	-5	-3	-6	6	0	-7	0.7
51) CCN(CC)C(=O)Cn1cnc2sc(C(=O)NCCCN3CCOCC3)c(C)c2c1=O
    -1	-4	-7	-4	-3	7	2	-13	1.0
52) Cc1ccc(S(=O)(=O)N2CCOCC2)cc1NC(=O)Cn1nc(C)c([N+](=O)[O-])c1C
    -2	-15	6	-6	-15	6	1	-2	0.2
53) CCCOc1ccc(C(=O)N/N=C/c2c[nH]c3ccc(Br)cc23)cc1
    -4	2	15	-1	-8	9	1	2	0.2
54) COC(=O)c1ccc(CSc2nnc(NC(C)C)s2)cc1
    -6	6	13	-1	-2	6	1	-3	-0.1
55) C[C@@H](C(=O)Nc1ccc2c(c1)OCCO2)n1c(=O)[nH]c2ccccc2c1=O
    -16	-3	-3	-2	2	14	1	-15	0.5
56) NS(=O)(=O)c1ccc(NS(=O)(=O)c2ccc(C3CNC(=O)C3)cc2)cc1 (stereo not drawn)
    2	0	8	7	-4	17	0	-3	-0.6
57) CCOC(=O)c1ccccc1NC(=S)N1CCC(C(N)=O)CC1
    -9	15	4	-2	1	0	1	-8	0.6
58) CCn1nc2cc(C(=O)NCC34CC5CC(CC(C5)C3)C4)ccc2c1OC
    -16	-5	1	-11	-4	7	2	-2	-0.1
59) Cc1cc(C(F)(F)F)n(-c2nc(C(=O)NNS(=O)(=O)c3ccccc3)cs2)n1
    -13	-5	-5	-7	1	5	1	-25	-0.1
60) Cc1ccc(C)c(NS(=O)(=O)c2ccc(OCC(=O)NCc3ccco3)cc2)c1
    2	12	7	-1	-15	5	2	-6	2.5
61) O=C(CSc1ccc(-c2ccncc2)nn1)c1ccccc1
    -17	0	10	-2	-3	-1	7	2	4.4
62) O=C(O)Cn1cnc2c(OCc3ccccc3)ncnc21
    -4	-15	-19	-4	5	0	0	1	0.1
63) NC(=S)Nc1ccccc1Br
    0	0	-7	-4	-4	6	0	-5	0.8
64) CC1CC(C)CN(C(=O)CN2C(=O)NC(C)(C)C2=O)C1 (stereo not drawn)
    -8	5	2	-1	0	10	1	-11	1.6
65) CS(=O)(=O)N1CCN(C(=O)NC2CCCCC2)CC1
    5	-14	2	-6	-15	4	1	-2	-0.1
66) Cc1ccc(Cl)cc1N1CCN(S(=O)(=O)c2ccc(-c3ccc(=O)[nH]n3)o2)CC1
    -7	2	-8	-2	-5	3	1	-6	0.5
67) Cc1cccc2sc(NC(=O)CCNS(=O)(=O)c3cccc4nonc34)nc12
    5	8	-2	2	-12	0	24	10	5.6

Bioassay records (PubChem)
